Akt phos inh: HTS Assay for Inhibitors of Akt Phophorylation: Primary Screen | Neuro2A IGF-stimulated pAkt S473 HTRF, 20 min; stronger effect = lower value | activity change, % for hits at 50 µM | hit rate 0.32% among 360,000 | AID 651550, 2012; in the data active = activity change below about -80%; inconclusive = mostly about -51% to -80%; note: % is set by controls: 0 for no effect and ±100 for the full control effect
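Neuro2A cells (4,500/well, DMEM with 0.5% FBS) were treated with compound at a single 50 µM final concentration, stimulated with 6 nM IGF for 20 min at 37 °C, and lysed. Phospho-Akt Ser473 was read by HTRF as 665/615 ratio ×10^4.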
TGFb inhibitor: qHTS for Inhibitors of TGF-b; HepG2 CAGA-GFP TGF-b/SMAD3 reporter, GFP fluorescence, 18 h; TGF-beta stimulated, 500 pg/mL final; Potency, µM (titrated, usually from 46.1 µM), for inactives: at the highest dose activity, negative = inhibition, most hits filed as inhibitors; hit rate 1.2% among 410,000; note: potency is the fitted concentration of half-maximal effect; % is set by controls: 0 for no effect and ±100 for the full control effect; nearly all actives have a fitted effect of over 65% in size
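Smad-responsive CAGA-GFP expression was quantified in HEPG2 cells exposed to compounds and 500 pg/mL final TGF-beta for 18 h at 37 degrees C; unstimulated wells defined full inhibition.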
Nrf2 block: Nrf2 qHTS screen for inhibitors; AID 504444, 2011; A549 ARE-Fluc reporter, luciferase luminescence, 18-24 h; hit rate 2.1% among 360,000; Potency, µM (titrated, usually from 46 µM), for inactives: at the top dose activity change, negative = inhibition, usual class: inhibitors; note: potency is the fitted concentration of half-maximal effect; % is set by controls: 0 for no effect and ±100 for the full control effect; nearly all actives have a fitted effect of over 60% in size
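A549 ARE_Fluc cells, 5000/well, 5% FBS OPTI-MEM; compounds in dose-response, 18-24 h at 37 °C/5% CO2; CellTiter-Fluor viability read (Ex 405/Em 525), then BugLite luciferase luminescence = Nrf2 activity.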
EPAC2 antagonist: qHTS for Antagonist of cAMP-regulated guanine nucleotide exchange factor 2 (EPAC2): primary screen. Rap guanine nucleotide exchange factor 4 (Homo sapiens), Q8WZA2. EPAC2 GEF exchange of Rap1B-BODIPY-GDP, fluorescence. Potency, µM (highest dose often 114 µM), inactives show at the top dose activity, negative = inhibition, actives largely listed as inhibitors. hit rate 0.18% among 360,000. AID 720708, 2013; note: potency is the fitted concentration of half-maximal effect; % is set by controls: 0 for no effect and ±100 for the full control effect; nearly all actives have a fitted effect of over 45% in size; many of its hits are not listed in these tables
Target sequence (Q8WZA2 whole entry, looked up): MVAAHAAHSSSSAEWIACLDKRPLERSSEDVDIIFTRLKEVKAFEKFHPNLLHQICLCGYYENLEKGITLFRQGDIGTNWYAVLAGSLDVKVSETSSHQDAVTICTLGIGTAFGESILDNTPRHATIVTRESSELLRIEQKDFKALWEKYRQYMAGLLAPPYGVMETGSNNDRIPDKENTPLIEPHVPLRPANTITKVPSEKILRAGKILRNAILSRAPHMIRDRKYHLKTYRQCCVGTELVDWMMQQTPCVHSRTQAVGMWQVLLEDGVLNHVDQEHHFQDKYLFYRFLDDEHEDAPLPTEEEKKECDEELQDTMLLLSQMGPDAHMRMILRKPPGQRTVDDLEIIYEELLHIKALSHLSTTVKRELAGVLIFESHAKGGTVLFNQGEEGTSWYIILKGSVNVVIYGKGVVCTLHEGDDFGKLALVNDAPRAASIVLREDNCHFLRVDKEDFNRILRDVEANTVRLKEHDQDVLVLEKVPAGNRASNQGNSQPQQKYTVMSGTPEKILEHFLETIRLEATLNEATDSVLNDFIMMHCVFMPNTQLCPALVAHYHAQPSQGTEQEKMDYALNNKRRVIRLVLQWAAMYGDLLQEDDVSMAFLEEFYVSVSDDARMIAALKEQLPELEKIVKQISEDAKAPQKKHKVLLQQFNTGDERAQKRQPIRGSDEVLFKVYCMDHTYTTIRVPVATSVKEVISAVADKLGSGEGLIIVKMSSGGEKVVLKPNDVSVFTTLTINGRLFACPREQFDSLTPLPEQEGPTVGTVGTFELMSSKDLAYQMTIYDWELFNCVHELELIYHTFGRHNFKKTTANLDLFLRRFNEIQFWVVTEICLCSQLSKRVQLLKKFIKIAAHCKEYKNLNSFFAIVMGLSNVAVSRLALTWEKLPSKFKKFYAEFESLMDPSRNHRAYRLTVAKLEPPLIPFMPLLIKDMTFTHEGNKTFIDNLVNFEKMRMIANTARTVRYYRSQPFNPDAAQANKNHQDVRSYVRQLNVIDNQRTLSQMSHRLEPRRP
A549 viability: Nrf2 qHTS screen for inhibitors: counterscreen for cytotoxicity; A549 ARE-Fluc cells, CellTiter-Fluor viability, 18-24 h; Potency, µM (titrated, usually from 46 µM), without a hit: at the top dose activity change, negative = cytotoxicity, hits mostly inhibitors; hit rate 0.16% among 390,000; AID 504648, 2011; note: potency is the fitted concentration of half-maximal effect; % is set by controls: 0 for no effect and ±100 for the full control effect
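A549 ARE_Fluc cells in 5% FBS OPTI-MEM were exposed to compounds in concentration-response for 18-24 h at 37 deg C. Viability was read by CellTiter-Fluor fluorescence (Ex 405/Em 525) after 30 min, before the luciferase read.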
CCT chaperon mod: High-Throughput Screening for Modulators of Cytosolic Chaperonin Activity | purified chaperonin ATPase assay, HTRF ADP detection, 30 min | AID 651819, 2012 | hit rate 0.3% among 360,000 | activity change, % (test concentration not listed), hits read low; in the data active = activity change below about -30%; note: % is set by controls: 0 for no effect and ±100 for the full control effect
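First, chaperonin was dispensed at 40 nM or 20 nM final depending on batch activity. Next, compounds were pinned at 76 uM and ATP added at 10 uM. After 30 min at 37 °C, ADP detection reagents ran 30 min at ambient temperature.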
Nrf2 activator: qHTS of Nrf2 Activators; AREc32 ARE-luciferase reporter (MCF7-derived line), luminescence, 24 h; Potency, µM (highest dose often 46.1 µM), for the others: at the top dose activation, hits mostly activators; hit rate 0.31% among 410,000; AID 624171, 2012; note: potency is the fitted concentration of half-maximal effect; % of control where 0% means no effect; nearly all actives have a fitted effect of over 65% in size
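Steps: seed AREc32_Fluc cells (1000/well, 5% FBS OPTI-MEM); incubate overnight at 37 deg C; add 23 nL compound; incubate 24 hr; add Steady-Glo; hold 30 min RT; read luminescence.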
EPAC2 agonist: qHTS for Agonist of cAMP-regulated guanine nucleotide exchange factor 4 (EPAC2): primary screen. EPAC2 activation, biochemical qHTS; response scale: 100% = 6.5 mM cAMP response. Potency, µM (series often up to 154 µM), without a hit: at the highest dose activation, actives largely listed as activators. hit rate 0.079% among 360,000; note: potency is the fitted concentration of half-maximal effect; nearly all actives have a fitted effect of over 50% in size
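EPAC2 (100 nM) mixed with Rap1B loaded with BODIPY-GDP (250 nM) plus 50 uM unlabeled GDP; compounds pinned in, 5 min RT, then read every 5 min for 30 min (ex 480, em 540 nm). Normalized to cAMP control.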
MmCpn inh: Inhibitors of TCP-1 ring complex (TRiC) of Methanococcus maripaludis (MmCpn): qHTS. Chaperonin Mm-Cpn (Methanococcus maripaludis). purified Mm-Cpn ATPase, ADP Transcreener TR-FRET. Potency, µM (doses to about 76.9 µM), inactives show at the highest dose activity, negative = inhibition, usual class: inhibitors. hit rate 0.031% among 330,000; note: potency is the fitted concentration of half-maximal effect; % is set by controls: 0 for no effect and ±100 for the full control effect; nearly all actives have a fitted effect of over 80% in size
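Compound-treated chaperonin, 25 nM final, turns over 10 uM ATP at 37°C for 30 min following a 10 min preincubation; ADP generated competes with ADP-d2 for Eu-cryptate antibody, lowering FRET.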
* hit, by the source's call; i = inactive; ? = inconclusive; . = not tested or not shown; & = joins results of further samples; [ ] = dose if it differs, or a comment. Unless noted, calls come from the whole dose curve; as a rule, active = well fitted curve in the direction sought with a large enough effect; inconclusive = small, poorly fitted or top-dose-only effect, or another doubt; inactive = no such curve, though single readings can be large; an effect the other way counts as inactive or inconclusive.

nr	Structure	Akt phos inh	TGFb inhibitor	Nrf2 block	EPAC2 antagonist	A549 viability	CCT chaperon mod	Nrf2 activator	EPAC2 agonist	MmCpn inh
1	CCCc1nc2oc3c(OCC)ncnc3c2c2c1COC(C)(C)C2	i	?	-9%	-1%	-15%[1.84 µM]	-1.1	0.3%	3%	0%
2	CCOC(=O)N1CCN(C(c2cccnc2)c2ccc3cccnc3c2O)CC1 (configuration not stated)	i	?	9%	9%	-2%	-1.8	?	3%	0%
3	NC(=O)CSc1ncnc2c1nnn2Cc1ccc(F)cc1	i	-17%	?	2%	3%	-4.0	8.9%	2%	-3%
4	O=C1CCCCC/C1=N/Nc1ccc(OCc2ccccc2)cc1	i	-2%	13%	-9%	-5%	0.9	5.3%	0%	-3%
5	CC(OC(=O)c1ccccc1NCc1ccco1)C(=O)Nc1ncc(Cl)cc1Cl (configuration not stated)	i	-21%	.	0%	17%	-2.8	10%	1%	-3%
6	CCN(C1CCCCC1)S(=O)(=O)c1ccc(OC)c(C)c1	i	5%	.	?	-2%	0.5	-0.3%	15%	0%
7	Cc1cc(-c2ccc(NC(=O)[C@@H]3CCCC[C@@H]3C(=O)O)c(C)c2)ccc1NC(=O)[C@@H]1CCCC[C@@H]1C(=O)O	i	4%	-21%	-4%	-1%	1.1	-0.3%	9%	-2%
8	CS(=O)(=O)c1ccc(C(=O)Nc2ccc(N3CCCCC3)cc2)c(Cl)c1	i	10%	-5%	5%	4%	-0.2	0.4%	-1%	0%
9	Cc1cc(C)nc(NC2=NC3CCCCC3N2)n1 (configuration not stated)	i	7%	-1%	-8%	8%	-1.8	0.6%	10%	1%
10	CC(=O)c1ccc(OCc2nnn(CC(=O)NS(=O)(=O)Cc3ccccc3)c2-c2ccccc2)cc1	i	18%	.	-1%	.	-0.8	-0.7%	-6%	.
11	COc1cc(/C=C2/SC(=S)N(CC(=O)O)C2=O)ccc1OC(=O)c1ccco1	i	-1%	?	-29%	?	-0.9	0.1%	3%	-2%
12	CN(c1ccccc1)S(=O)(=O)c1cccc(NC(=O)c2ccc(Cl)c([N+](=O)[O-])c2)c1	i	?	-10%	-3%	6%	-5.4	7.0%	8%	0%
13	O=C(Nc1ccccn1)C1CCN(S(=O)(=O)c2cccc3nonc23)CC1	i	21%	.	0%	0%	-1.5	0.5%	-18%	-1%
14	COc1ccc(N2CCN(C(=O)c3ccc4nc(N5CCC(C)CC5)sc4c3)CC2)cc1	.	-7%	?	.	-4%	.	4.5%	.	.
15	CCCN1CCN(S(=O)(=O)c2ccc3c(c2)NC(=O)C(C)S3)CC1 (configuration not stated)	i	-15%	-20%	1%	0%	0.3	0.1%	2%	3%
16	Nc1nc(NCC2CCCO2)nc(Nc2ccc(F)cc2)c1[N+](=O)[O-] (configuration not stated)	i	2%	6%	11%	-6%	-2.0	0.3%	-7%	-4%
17	CCc1ccccc1N(CC(=O)NCc1ccco1)C(=O)CCC(=O)Nc1ccccn1	i	-3%	8%	15%	-4%	-0.3	7.5%	3%	0%
18	CC1CCN(CC(=O)NCCc2ccc(F)cc2)CC1	i	-26%	6%	5%	12%	0.0	-0.5%	8%	1%
19	CCN(CC(=O)Nc1c(F)cccc1F)C(=O)CNC(=O)c1cccc(C)c1	i	-5%	4%	9%	3%	2.2	1.9%	10%	0%
20	Cc1cccc(CN2C(=O)c3ccccc3S(=O)(=O)c3ccc(C(=O)NCCCN4CCCC4)cc32)c1	.	-28%	6%	-9%	-5%	-2.2	-1.2%	3%	-5%
21	Nc1c(C(=O)NCc2ccccc2)nnn1Cc1ccc(F)cc1	i	-12%	6%	9%	-2%	1.0	0.0%	0%	-4%
22	Cc1cccc(-n2c(SCc3ccc(C#N)cc3)nnc2-c2c[nH]c3ccccc23)c1	i	13%	?	-2%	-13%	-4.8	0.0%	4%	0%
23	Cc1ccc(S(=O)(=O)N2CCN(C(=O)c3cc4c(s3)CCC(C)C4)CC2)cc1 (configuration not stated)	i	1%	0%	-4%	-1%	-2.0	-0.4%	0%	-1%
24	c1ccc(-c2nc(-c3ccccn3)no2)cc1	i	3%	?	-9%	-15%	-7.4	?	16%	1%
25	COc1ccccc1C(=O)Nc1c(C(=O)Nc2cc(Cl)ccc2C)sc2nc(C)cc(C)c12	.	-18%	1%	.	-5%	.	0.1%	.	.
26	O=C(Nc1cccc(Cl)c1)N1CCN(C2c3ccccc3-c3ccccc32)CC1	i	-16%	?	-9%	5%	0.0	2.3%	17%	-2%
27	Cc1ccc(OCCSc2nc3ccc(NC(=O)c4ccc(F)cc4)cc3s2)cc1	.	5%	6%	.	0%	.	-0.9%	.	.
28	CCCCC(=O)OC1=C(C(C)=O)N(Cc2ccccc2)S(=O)(=O)c2ccccc21	.	0%	-16%	.	-3%	.	0.3%	.	.
29	COc1ccccc1C(=O)NCCN=C1NS(=O)(=O)c2ccccc21	i	15%	?	-1%	-13%	-3.3	-0.1%	4%	0%
30	C=C1CC2C(=O)N(Cc3cc(OC)ccc3OC)C(C(=O)OCC)(C(=O)OCC)C1N2C(=O)OC(C)(C)C (configuration not stated)	i	-16%&-8%	-14%&14%	?	-3%&-2%	-2.2	4.7%	7%	.
31	O=C(NC(C(=O)N/N=C/c1cccnc1)c1n[nH]c(=O)c2ccccc12)c1ccccc1 (configuration not stated)	i	-4%	5%	3%	4%	-1.7	-0.3%	11%	-1%
32	Cc1ccc(-c2csc3nc(=O)c(C)nn23)cc1	i	12%	6%	9%	-6%	-3.7	-1.2%	9%	1%
33	O=C(c1ccc(F)cc1)C1CCN(C(=O)c2ccncc2)CC1	i	22%	2%	1%	4%	-5.0	0.2%	10%	-2%
34	CCOC(=O)CCc1c(C)c2ccc(OCC(=O)N3CCOCC3)c(C)c2oc1=O	i	1%	9%	17%	-5%	-1.3	0.7%	-1%	0%
35	O=C(COc1ccc(-n2cnnn2)cc1)Nc1ccccc1OC(F)F	i	?	-8%	-1%	6%	-6.5	0.1%	27%	-1%
36	Cc1ccc(NC(=O)Cn2cc(S(=O)(=O)Cc3ccccc3)c3ccccc32)cc1C	.	?	?	.	?	.	-0.8%	.	.

Continued:
Values run as follows: Akt phos inh, TGFb inhibitor, Nrf2 block, EPAC2 antagonist, A549 viability, CCT chaperon mod, Nrf2 activator, EPAC2 agonist, MmCpn inh
#37 CCn1c(=O)cc(SCC(=O)NCc2ccc(F)cc2Cl)c2ccccc21
  ., -27%, ?, ., ?, ., -0.7%, ., .
#38 COC(=O)Cc1c(C)c2ccc3c(c2oc1=O)CN(Cc1ccc(C)cc1)CO3
  ., 2%, 4%, ., 20%, ., 0.1%, ., .
#39 O=C(Nc1cccc2ncccc12)c1ccc(-c2ccc(Br)cc2)o1
  ., -11%, ., 2%, -3%, -1.8, 13%, 6%, -17%
#40 CC(C)(C)c1ccc(C(=O)NC(=S)NNC(=O)COc2ccccc2)cc1
  i, -22%, 17%, 1%, -5%, -0.8, 3.2%, -5%, 0%
#41 COCCOC(=O)c1c(NC(=O)CNC2CCCc3ccccc32)sc(C(N)=O)c1C (configuration not stated)
  i, -7%, -16%, -4%, 1%, -3.2, 2.3%, -5%, -15%
#42 NC(=O)c1ccc2nc(NC(=O)c3ccc(N)cc3)sc2c1
  i, 2%, ?, 10%, -7%, -3.4, -0.4%, 4%, -14%
#43 CCN(C(=O)COC(=O)Cn1c(=O)oc2ccccc21)c1c(N)n(Cc2ccccc2)c(=O)[nH]c1=O
  i, 24%, 5%, 1%, 0%, -1.5, -1.3%, 8%, .
#44 COc1cc(C2=NOC(C(=O)N3CCOCC3)C2)cc(OC)c1OC (configuration not stated)
  i, -6%, 7%, -2%, -1%, -1.1, -0.4%, 0%, 1%
#45 CC(C)(C)C(=O)Nc1ccc(S(=O)(=O)N2CCCC2)cc1
  i, -6%, 9%, -3%, -4%, 1.6, -0.9%, 2%, -1%
#46 Cn1c2ccccc2c2c(C(=O)N3CCN(C(=O)c4ccco4)CC3)cn(C3CCCCC3)c(=O)c21
  i, 7%, -3%, -1%, 0%, -1.0, -0.5%, 1%, 0%

In another format: entries from further up.
(25) COc1ccccc1C(=O)Nc1c(C(=O)Nc2cc(Cl)ccc2C)sc2nc(C)cc(C)c12
  Akt phos inh: .
  TGFb inhibitor: -18%
  Nrf2 block: 1%
  EPAC2 antagonist: .
  A549 viability: -5%
  CCT chaperon mod: .
  Nrf2 activator: 0.1%
  EPAC2 agonist: .
  MmCpn inh: .
(32) Cc1ccc(-c2csc3nc(=O)c(C)nn23)cc1
  Akt phos inh: i
  TGFb inhibitor: 12%
  Nrf2 block: 6%
  EPAC2 antagonist: 9%
  A549 viability: -6%
  CCT chaperon mod: -3.7
  Nrf2 activator: -1.2%
  EPAC2 agonist: 9%
  MmCpn inh: 1%
(28) CCCCC(=O)OC1=C(C(C)=O)N(Cc2ccccc2)S(=O)(=O)c2ccccc21
  Akt phos inh: .
  TGFb inhibitor: 0%
  Nrf2 block: -16%
  EPAC2 antagonist: .
  A549 viability: -3%
  CCT chaperon mod: .
  Nrf2 activator: 0.3%
  EPAC2 agonist: .
  MmCpn inh: .
(37) CCn1c(=O)cc(SCC(=O)NCc2ccc(F)cc2Cl)c2ccccc21
  Akt phos inh: .
  TGFb inhibitor: -27%
  Nrf2 block: ?
  EPAC2 antagonist: .
  A549 viability: ?
  CCT chaperon mod: .
  Nrf2 activator: -0.7%
  EPAC2 agonist: .
  MmCpn inh: .

Some of the compounds tested (hit frequency here may not be typical).
